Shn3 3UTR inh: inhibitors of Schnurri-3 3'UTR reporter in osteoblasts; inhibition, % at 12.5 µM; Clone20 osteoblast Shn3 3'UTR firefly luciferase, 24 h; 360,000 tested, 0.52% active;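 active = mean inhibition of at least 75% with every replicate also reaching 75%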;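 note: 0% = median of neutral control wells and 100% = pilot-screen positive control compound; some compounds past the cut are filed as inactive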
NR2E3 ag-1: agonists of human NR2E3 nuclear receptor | Q9Y5X4 | CHO-S Gal4-NCOR/VP16-NR2E3 two-hybrid, luciferase | inhibition of corepressor binding, % at 3.98 µM | 360,000 tested, 0.35% active | AID 602229;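 active = inhibition above the mean of all tested compounds plus 3 SD, cut at about 70% in these data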;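 note: 0% = DMSO with NR2E3 transfected cells and 100% = cells lacking NR2E3 construct; higher means lower luciferase signal from less NR2E3 corepressor binding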
Target sequence (Q9Y5X4 whole entry, looked up, the tested form may be a part): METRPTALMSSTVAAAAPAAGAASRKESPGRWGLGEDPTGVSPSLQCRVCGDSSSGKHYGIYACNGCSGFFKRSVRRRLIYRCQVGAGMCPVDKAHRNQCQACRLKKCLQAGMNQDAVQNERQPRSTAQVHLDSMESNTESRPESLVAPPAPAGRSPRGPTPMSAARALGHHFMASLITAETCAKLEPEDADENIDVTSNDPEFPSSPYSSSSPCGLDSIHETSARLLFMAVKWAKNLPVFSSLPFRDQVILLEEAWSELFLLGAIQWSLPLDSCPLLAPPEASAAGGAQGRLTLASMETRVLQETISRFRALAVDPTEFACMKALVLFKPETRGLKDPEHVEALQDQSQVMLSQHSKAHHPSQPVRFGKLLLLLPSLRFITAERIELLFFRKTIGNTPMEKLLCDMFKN
KKLEB tox: reduces viability of KKLEB cystic fibrosis airway cells; KKLEB CF airway cells viability, ATPlite luminescence, overnight; hits give low values; cells stimulated with P. aeruginosa culture filtrate; 360,000 tested, 0.36% active; activity change (cytotoxicity), % at 5 µM;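 active = corrected activity change at or below -50% at 5 µM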
TRPM1 prom inh: MITF TRPM1 promoter inhibition in SK-MEL-5 cells; SK-MEL-5 TRPM1 promoter luciferase, 24 h; 330,000 tested, 0.83% active; inhibition, % at 12.5 µM;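 active = mean inhibition across replicates of 60% or more, whatever share of single replicates reaches that level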; note: values of inactives mirror those of a sister screen read the other way
hiPSC survival: enhancers of human iPSC single-cell survival. 360,000 tested, 0.044% active. survival enhancement, % at 20 µM. hiPSC single-cell survival, ATPlite luminescence; 100% = ROCK inhibitor wells, 0% = DMSO. AID 602274; in the data active = survival enhancement above about 18%;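 note: cells exposed to compounds for 16 hours before the ATP read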
aDG glyco up: increases alpha dystroglycan glycosylation; Pro5-aDG cells, alpha-DG glycosylation AlphaScreen (IIH6); 0% Pro5, 100% B10-LARGE cell signal; 360,000 tested, 0.22% active; activation, % at 10 µM;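 active = activation of at least 8% versus controls, or a plate z-score of at least 8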;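 note: Pro5 are CHO cells carrying HIG-tagged alpha-DG that lacks glycosylation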
TWEAK-Fn14 inh: TWEAK-Fn14 signaling inhibition. TWEAK-stimulated Fn14 reporter cells, luciferase luminescence, 8 h. inhibition, % at 10 µM. 360,000 tested, 2% active. AID 1159606; in the data active = inhibition above about 50%
NR2E3 ag-2: activates human photoreceptor nuclear receptor NR2E3. 320,000 tested, 0.12% active. GST-NR2E3/biotin-RetCOR TR-FRET, 1536-well. AID 2300. inhibition of corepressor binding, % at 4.78 µM. Q9Y5X4;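 active = percent inhibition above the cutoff of mean plus 3 SD of all tested compounds, set per screening campaign, cut at about 20% in these data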;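 note: 0% = DMSO wells and 100% = biotin wells as full block of FRET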
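Material: NR2E3–RetCOR corepressor complex / Incubation: Compound–protein incubation for 5 h at 4 °C / Dosing: compound at 4.8 µM, single dose / Detection: time-resolved FRET / Benchmarks: high control biotin, low control 0.6% DMSO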
HIF-2a inh: inhibitors of HIF-2a; 786-0 RCC cells HIF-2a reporter, luciferase luminescence, overnight; inhibition, % at 18.8 µM; 360,000 tested, 0.72% active;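 active = inhibition of the luminescence signal of 40% or more relative to plate controls, in a single-dose primary screen at 18.75 µM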
Peg3 prom inh: reduces Peg3 promoter-driven luciferase expression in HeLa. AID 588405. HeLa PEG-Prom luciferase reporter, luminescence, overnight. 360,000 tested, 1.7% active. inhibition, % at 20 µM;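 active = inhibition of at least 50% at 20 µM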
CF NFkB inh: cystic fibrosis NF-kB activation inhibition | AID 588850 | inhibition, % at 5 µM | 360,000 tested, 0.86% active | KKLEB NF-kB-GFP reporter, PAF-induced, GFP fluorescence overnight;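 active = at least 50% inhibition at 5 µM, scaled per plate between neutral and stimulator controls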;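 note: PAF is a Pseudomonas aeruginosa culture filtrate used as stimulus; plate controls were PAF-stimulated DMSO wells for no effect and unstimulated DMSO wells for full effect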
Active calls of the source: *; . = not tested or not shown.

SMILES | Shn3 3UTR inh | NR2E3 ag-1 | KKLEB tox | TRPM1 prom inh | hiPSC survival | aDG glyco up | TWEAK-Fn14 inh | NR2E3 ag-2 | HIF-2a inh | Peg3 prom inh | CF NFkB inh
CC1CCCC(NC(=O)CSc2nnc(-c3cccnc3)n2N)C1C (stereo not drawn) | 0 | -10 | 6 | 7 | 2.7 | -0.2 | 2 | . | 16 | 10 | -25
COc1ccc(C2C(C(=O)c3ccc(C)o3)=C(O)C(=O)N2Cc2cccnc2)cc1 (stereo not drawn) | -20 | -22 | 1 | -3 | -0.5 | 0.0 | -5 | 11 | -3 | 5 | 3
OCCN1CN=C(Nc2nc3ccccc3s2)NC1 | 11 | -6 | 1 | 2 | -1.3 | -0.1 | -1 | 2 | -19 | -10 | 1
Cc1ccc(/C=C/C(=O)N2CCN(S(=O)(=O)c3ccc(C)c(C)c3)CC2)o1 | 33 | 9 | -7 | 1 | -1.1 | -0.5 | 23 | -2 | 23 | 20 | 31
COCC(=O)Nc1ccc2c(c1)[C@@H]1C[C@H](CC(=O)NCc3cccc(F)c3)O[C@@H](CO)[C@@H]1O2 | 2 | -10 | -11 | . | 0.0 | -0.2 | 0 | . | 3 | -8 | -9
C/C(=N\N=C\c1cccc(F)c1)c1nnn(-c2nonc2N)c1C | -7 | -14 | -5 | -13 | -1.3 | 0.1 | -5 | -4 | -23 | -69 | -2
Cc1cnc(C(=O)OCC(=O)Nc2c(Cl)cc(Cl)cc2Cl)cn1 | 9 | -12 | 8 | -6 | 1.1 | 0.0 | 8 | 7 | 11 | -15 | 7
CC1CCCN(S(=O)(=O)c2cccc(-c3cn4cccnc4n3)c2)C1 (stereo not drawn) | 6 | 2 | 1 | 0 | -3.0 | 0.5 | 15 | 0 | 17 | 9 | -1
O=C(Nc1ccc(C(F)(F)F)cc1)c1ccccc1Br | -34 | -49 | -14 | -63 | -0.7 | 0.4 | -21 | 2 | -230 | -172 | 0
COC(=O)C1CCN(C(=O)COC(=O)c2oc3ccc(OC)cc3c2C)CC1 | -1 | -23 | 2 | 0 | -0.1 | 0.0 | -10 | 7 | 2 | 2 | -28
Cc1cnc(C(=O)OCC(=O)N(CC(C)C)C2CCS(=O)(=O)C2)cn1 (stereo not drawn) | 8 | 3 | -3 | -1 | -0.4 | -0.1 | 14 | . | 3 | 2 | -17
Cc1ccc(S(=O)(=O)N2CCN(C(=O)COC(=O)/C=C/c3ccccc3)CC2)c(C)c1 | -12 | -37 | 20 | -2 | -0.7 | 0.8 | -9 | -1 | 13 | 1 | -16

Reprinted from the part before: five entries, then new ones.
SMILES | Shn3 3UTR inh | NR2E3 ag-1 | KKLEB tox | TRPM1 prom inh | hiPSC survival | aDG glyco up | TWEAK-Fn14 inh | NR2E3 ag-2 | HIF-2a inh | Peg3 prom inh | CF NFkB inh
CC1CCCN(S(=O)(=O)c2cccc(-c3cn4cccnc4n3)c2)C1 (stereo not drawn) | 6 | 2 | 1 | 0 | -3.0 | 0.5 | 15 | 0 | 17 | 9 | -1
O=C(Nc1ccc(C(F)(F)F)cc1)c1ccccc1Br | -34 | -49 | -14 | -63 | -0.7 | 0.4 | -21 | 2 | -230 | -172 | 0
COC(=O)C1CCN(C(=O)COC(=O)c2oc3ccc(OC)cc3c2C)CC1 | -1 | -23 | 2 | 0 | -0.1 | 0.0 | -10 | 7 | 2 | 2 | -28
Cc1cnc(C(=O)OCC(=O)N(CC(C)C)C2CCS(=O)(=O)C2)cn1 (stereo not drawn) | 8 | 3 | -3 | -1 | -0.4 | -0.1 | 14 | . | 3 | 2 | -17
Cc1ccc(S(=O)(=O)N2CCN(C(=O)COC(=O)/C=C/c3ccccc3)CC2)c(C)c1 | -12 | -37 | 20 | -2 | -0.7 | 0.8 | -9 | -1 | 13 | 1 | -16
CCN(C(=O)COC(=O)c1ccc(SC)cc1OC)C1CCS(=O)(=O)C1 (stereo not drawn) | -4 | 1 | -4 | -1 | -0.1 | 0.3 | -16 | . | 18 | 1 | 3
CC(C)C(=O)Nc1cccc(NC(=S)NC(=O)c2ccccc2Cl)c1 | 20 | -20 | 0 | -13 | 1.2 | 0.5 | 2 | -2 | -64 | -69 | 4
O=C(O)c1cc(S(=O)(=O)NC(CO)C(O)c2ccc([N+](=O)[O-])cc2)ccc1Br (stereo not drawn) | -5 | -18 | 8 | -1 | 0.0 | 0.0 | 1 | 0 | 18 | 3 | -1
Cc1ccc(C)c(CN2CCC(CNC(=O)Nc3cccc(Cl)c3C)CC2)c1 | 20 | -15 | -15 | -15 | -0.5 | 1.0 | 12 | -3 | 12 | 13 | 10
Cc1c(C)c2ccc(OCC(=O)N3CC[C@@]4(O)CCCC[C@H]4C3)c(C)c2oc1=O | -7 | 6 | 7 | 3 | 0.3 | -0.1 | -9 | 3 | 5 | 1 | 0
COC(=O)c1ccccc1CSc1nsc(C)c1C#N | 7 | -19 | -19 | 3 | -0.6 | -0.1 | 10 | 2 | 15 | 34 | -4
CCOc1ccc(N2CC(C(=O)Nc3ccccn3)CC2=O)cc1 (stereo not drawn) | 3 | 14 | 16 | 1 | -2.3 | -0.1 | -24 | 4 | 15 | 4 | 3
CCCOC(=O)COC(=O)c1ccccc1NC(=O)c1ccccc1 | 0 | -33 | -10 | 13 | 0.5 | 0.1 | -1 | 2 | 13 | 7 | 5
CCc1ccc(OCC(=O)N2CC(C(N)=O)Oc3ccccc32)cc1 (stereo not drawn) | -3 | 0 | 0 | -6 | -0.2 | -0.1 | -9 | 0 | -2 | -19 | 3
O=S(=O)(Nc1ncnc2c1oc1ccccc12)c1ccc(Cl)s1 | 8 | 5 | -1 | -11 | 0.4 | -0.4 | 0 | 2 | -5 | 4 | 0
Cn1c(C(=O)OC(C(=O)NC2CCCCC2)c2cccnc2)cc2sccc21 (stereo not drawn) | 25 | -16 | -2 | -5 | -1.8 | 0.4 | 8 | -3 | 18 | 6 | -2
O=C1c2ccccc2C(=O)N1CCCCSc1nnc2ccccn12 | 9 | -13 | 2 | -5 | -0.9 | 0.3 | -12 | 2 | -8 | 8 | 2
COC(=O)c1sccc1NC(=O)CC1C(=O)NCCN1C(=O)Nc1ccc(F)cc1F (stereo not drawn) | -3 | 14 | -12 | 5 | 0.7 | 0.0 | -3 | 3 | -4 | 17 | 10
Cn1c(SCC(=O)NC2CC2)nnc1C1CC1 | -9 | -19 | -7 | 2 | -0.5 | 0.0 | -5 | 3 | 16 | 5 | 5
CC(C)c1ccc(-n2nc3ccc(N)cc3n2)cc1 | 28 | -99 | -37 | 16 | -1.0 | 4.7 | 51* | 3 | -117 | -216 | -25
COc1ccc(F)cc1S(=O)(=O)NCCN1CCOCC1 | -2 | 4 | -8 | 10 | -0.2 | 0.1 | 5 | 2 | 23 | 14 | -7
Cc1cc(N2C(=O)C(=O)/C(=C(/O)c3ccc(F)cc3)C2c2cccc(Br)c2)no1 (stereo not drawn) | -10 | 6 | 7 | 7 | -1.0 | -0.2 | 5 | 6 | -3 | -2 | -19
CCOC(=O)C1CCCN(C(=O)CCc2nnc(-c3ccc(C(C)=O)s3)o2)C1 (stereo not drawn) | -92 | -126 | 4 | -75 | -0.4 | 0.1 | -29 | 3 | -252 | -377 | -7
CCOC(=O)C(=O)NCC(c1cccs1)S(=O)(=O)c1ccc(Cl)cc1 (stereo not drawn) | -14 | -7 | -8 | 2 | -0.5 | 0.8 | -14 | 1 | 2 | -18 | -2
CC(Oc1cccc([N+](=O)[O-])c1)C(=O)NCCC1=CCCCC1 (stereo not drawn) | 1 | -25 | 14 | 1 | 0.1 | 0.5 | -10 | 0 | -10 | -4 | -5
COc1nccnc1NS(=O)(=O)c1ccc(N=Cc2c(C)[nH]n(-c3ccc(C)c(C)c3)c2=O)cc1 | -33 | -29 | 13 | -4 | 2.3 | -0.1 | 1 | 2 | -54 | -27 | -2
Cc1ccc(C(=O)N/N=C/C=C/c2ccccc2)cc1 | -14 | -2 | -7 | -18 | 15 | 0.0 | 10 | 0 | -100 | -66 | -13
O=C(CCc1nnc(Cc2ccc3c(c2)OCO3)o1)NC(c1ccccn1)C(F)(F)F (stereo not drawn) | -1 | 7 | 3 | -3 | -0.3 | 0.8 | -10 | 1 | 8 | 6 | -2
O=C(COC(=O)CCC(=O)c1ccccc1)Nc1nnc(-c2ccccc2)o1 | -8 | -18 | -21 | -6 | -0.4 | 0.4 | 2 | 4 | 12 | 2 | 0
COc1cccc(-c2cnc3c(NC(C)=O)cc(-c4ccncc4)cn23)c1 | -1 | 14 | -5 | . | -1.7 | 0.5 | -20 | . | -15 | -17 | -53
Cc1cc(C)nc(SCc2cn3ccccc3n2)n1 | 4 | -8 | 7 | -19 | -0.1 | 0.0 | -27 | -1 | -32 | -9 | 6
O=C(Cn1c(=O)c2cccn2c2ccc(F)cc21)N1CCN(c2ccc(F)cc2)CC1 | 21 | 4 | -8 | 10 | 0.0 | 0.1 | -2 | -4 | 15 | 11 | 3
O=C(Cn1cc2c(n1)CCCC2)N1CCOCC1 | -8 | -17 | -1 | 7 | -0.8 | 0.1 | 1 | 2 | -4 | -2 | 3
O=C1C=C(c2ccccc2)CC(/C=C/c2ccccc2)C1 (stereo not drawn) | 21 | -16 | -2 | 3 | -2.0 | -0.1 | 0 | -3 | -8 | 2 | 8
COc1ccc(-c2nc(C(N)=O)c3[nH]c(=O)n(-c4cccc(C)c4)c3n2)c(OC)c1 | 3 | 13 | -16 | 1 | 1.3 | 0.1 | -21 | 2 | 19 | 23 | -29
Cc1ccc(NC(=O)c2ncn(CCCNCC3CCCO3)n2)cc1C (stereo not drawn) | -31 | -8 | 16 | -11 | 0.4 | 0.1 | 8 | . | -6 | 6 | -16
Cc1ccc(-c2nc3cccnc3s2)cc1NS(C)(=O)=O | -68 | -54 | -3 | -47 | -0.8 | 1.8 | 9 | 1 | -153 | -164 | 4
CC(=O)NC(CCS(C)(=O)=O)C(=O)Nc1cccc(Cl)c1Cl (stereo not drawn) | -18 | -19 | 11 | 5 | -3.4 | -0.3 | 8 | 3 | 9 | 1 | -15
Fc1ccccc1N1CCN(C2CCN(Cc3c[nH]c4ccccc34)CC2)CC1 | 14 | -14 | -2 | 18 | -3.5 | 1.8 | 10 | 2 | -17 | 21 | 14
C(=C\c1ccccc1)/CSc1ccccn1 | -110 | -50 | 2 | -100 | 3.5 | -0.3 | -34 | 8 | -257 | -264 | 11

Assay outcomes (PubChem BioAssay)
